MrgX1 antagonist: blocks BAM8-22 activation of human MrgX1 receptor. Q96LB2. MRGX1-HEK293 calcium flux, Fluo-4, BAM8-22 antagonism; active compounds read low. B-score at 10 µM. actives 1.3% (n = 310,000);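 active = calcium-response B-score plate-corrected more than 3 library SD below zero, starting fluorescence within 5 deviations, no agonist response on first addition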;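 note: peak minus trough fluorescence over baseline after final BAM8-22 challenge near maximal dose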
TRPC6 inh: mouse TRPC6 channel inhibition; Q61143; AID 2553; actives 1.1% (n = 310,000); B-score at 10 µM; HEK293-TRPC6, membrane potential dye, ACh-evoked depolarization; active compounds read low;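 active = B-score under library mean minus 3 SD, initial fluorescence not abnormally high, positive integrated signal ratio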;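 note: B-score derived from integrated fluorescence ratio over the kinetic read; more negative B-score means stronger inhibition of depolarization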
MrgX1 allo act: human MrgX1 positive allosteric modulation, primary screen | actives 0.63% (n = 310,000) | AID 588675 | MrgX1-HEK293, Fluo-4 calcium flux, FDSS; active compounds read high | B-score at 10 µM;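 active = plate-corrected calcium response at least 3 library SD above typical, normal starting fluorescence, not activating the receptor alone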;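 note: compound read alongside a low EC10 to EC30 dose of BAM8-22 agonist; peak minus trough fluorescence over baseline measured at the second addition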
TRPC4 act: TRPC4 (mouse) channel activation; Q9QUQ5; HEK293 TRPC4beta/mu-opioid, Fluo4 calcium fluorescence; active compounds read high; B-score at 10 µM; actives 0.49% (n = 310,000); AID 2237;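 active = B-score above 5 SD of library B-scores, and initial fluorescence ratio not above library mean plus 5 SD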;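 note: positive B-score marks a calcium rise read as TRPC4 activation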
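System: HEK293 cells stably co-expressing mouse TRPC4beta and mu-opioid receptor; Schedule: Fluo4 dye loading 45 min at room temperature, 110 s recording; Detection: Fluo4 fluorescence, kinetic; Evaluation: B-scored integrated calcium fluorescence ratio; Controls: buffer (low) and maximal DAMGO (high).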
TMEM16A inh: inhibitors of mouse TMEM16A calcium-activated chloride channel | HEK293 TMEM16A/YFP iodide influx fluorescence, ionomycin | normalized B-score (activity score, 25-100; higher = stronger inhibition) at 10 µM | actives 1.2% (n = 310,000);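 active = ratio plate-corrected score three or more library SD toward inhibition, starting fluorescence score within five deviations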;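 note: score derived from kinetic fluorescence span divided by baseline fluorescence per well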
Target sequence (Q8BHY3 whole entry, looked up): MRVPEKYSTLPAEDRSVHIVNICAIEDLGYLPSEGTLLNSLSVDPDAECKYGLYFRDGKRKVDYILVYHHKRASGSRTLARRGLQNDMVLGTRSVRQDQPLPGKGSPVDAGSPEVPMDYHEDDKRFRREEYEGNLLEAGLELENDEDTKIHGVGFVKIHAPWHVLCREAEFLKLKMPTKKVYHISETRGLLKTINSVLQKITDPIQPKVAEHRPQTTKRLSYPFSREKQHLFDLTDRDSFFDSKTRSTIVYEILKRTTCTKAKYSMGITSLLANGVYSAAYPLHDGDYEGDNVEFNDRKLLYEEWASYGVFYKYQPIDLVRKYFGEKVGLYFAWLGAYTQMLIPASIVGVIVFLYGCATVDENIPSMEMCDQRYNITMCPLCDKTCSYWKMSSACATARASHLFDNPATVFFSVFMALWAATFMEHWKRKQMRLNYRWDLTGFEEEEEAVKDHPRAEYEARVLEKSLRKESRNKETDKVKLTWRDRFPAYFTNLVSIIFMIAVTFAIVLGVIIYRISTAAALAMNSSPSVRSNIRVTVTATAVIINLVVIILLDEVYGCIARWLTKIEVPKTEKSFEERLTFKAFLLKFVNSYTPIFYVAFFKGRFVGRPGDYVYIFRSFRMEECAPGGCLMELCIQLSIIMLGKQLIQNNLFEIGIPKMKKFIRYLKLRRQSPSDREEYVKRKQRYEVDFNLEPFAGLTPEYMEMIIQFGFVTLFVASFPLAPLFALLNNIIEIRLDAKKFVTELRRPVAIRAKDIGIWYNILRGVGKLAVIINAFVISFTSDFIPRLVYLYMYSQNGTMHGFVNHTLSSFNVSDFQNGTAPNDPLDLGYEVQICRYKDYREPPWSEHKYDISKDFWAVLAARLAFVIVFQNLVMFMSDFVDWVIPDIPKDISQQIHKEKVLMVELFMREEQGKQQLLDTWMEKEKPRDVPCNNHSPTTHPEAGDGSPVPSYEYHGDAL
RGS4 inh: human RGS4 inhibition; actives 0.45% (n = 310,000); AID 463165; B-score at 10 µM; HEK293 M3R/RGS4 inducible, Fluo-4 calcium flux; active compounds read high; triggered by carbachol at its EC20;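 active = B-score, a plate-corrected calcium signal, over three deviations above library mean, with baseline fluorescence within five deviations of library mean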;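 note: RGS4 expression induced by doxycycline in cells with stable M3 receptor; B-score is computed from the integrated fluorescence ratio over baseline after carbachol; higher B-score means a larger calcium signal and so more RGS4 inhibition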
MrgX1 agonist: activates human MrgX1 receptor signaling; MrgX1-HEK293 cells, Fluo-4 calcium fluorescence, agonist mode; active compounds read high; B-score at 10 µM; actives 0.44% (n = 310,000);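 active = calcium response B-score plate-corrected fluorescence ratio at least 3 library SD, with starting fluorescence B-score inside 5 SD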
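Material: MrgX1-expressing HEK293 cells / Dosing: compound as first of three additions / Incubation: overnight seeding, then 1 h dark dye loading / Signal: Fluo-4 NW calcium fluorescence / Evaluation: B-scored fluorescence response ratio / Benchmarks: positive and negative control wells on each plate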
TRPC4 PAM: TRPC4 (mouse) allosteric potentiation; HEK293 TRPC4beta/mu-opioid, DAMGO EC20, Fluo-4 Ca2+ flux; active compounds read high; B-score at 10 µM; actives 0.42% (n = 310,000); AID 2227;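 active = B-score of calcium response area above 5 SD of library B-scores, with initial fluorescence ratio within 5 SD of library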;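 note: B-score of integrated fluorescence ratio over time as area under calcium response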
TMEM16A act: mouse TMEM16A channel activation, primary screen; Q8BHY3; HEK293 TMEM16A/YFP-H148Q/I152L, iodide quench fluorescence; active compounds read low; B-score at 10 µM; actives 0.3% (n = 340,000); AID 623877;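 active = fluorescence-ratio B-score plate-corrected deviation score at least 3 library SD below zero, with starting fluorescence score within 5 deviations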;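 note: channel opened by trigger with iodide after compound preincubation; score built on the fluorescence ratio of max minus min over baseline; more negative score means more quench and so TMEM16A activation or potentiation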
TRPC6 activator: activates the mouse TRPC6 cation channel. actives 0.13% (n = 310,000). B-score at 10 µM. HEK293-TRPC6 membrane potential dye fluorescence; active compounds read high. Q61143;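 active = B-score of the integrated fluorescence ratio above library mean plus 3 SD, and starting fluorescence ratio within library mean plus 5 SD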;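 note: higher score means more depolarization so channel activation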
TRPC4 inh: inhibitors of mouse TRPC4 channel | B-score at 10 µM | actives 0.39% (n = 300,000) | HEK293 TRPC4beta/mu-opioid, DAMGO-evoked Fluo4 calcium flux; active compounds read low | Q9QUQ5;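 active = B-score over 3 SD under the library average, no early fluorescence shift, positive overall ratio signal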
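Assay system: HEK293 cells with stable TRPC4beta plus mu-opioid receptor expression. Dosing: single dose. Measured by: Fluo4 Ca2+ flux fluorescence. Also added: DAMGO in two steps, submaximal then maximal. Read-out: B score from integrated Fluo4 fluorescence ratio.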
* = called active by the depositor; i = inactive; · = not tested or not shown. Rows were taken by chance (roughly 5.8% active in at least one column).

canonical_smiles | MrgX1 antagonist | TRPC6 inh | MrgX1 allo act | TRPC4 act | TMEM16A inh | RGS4 inh | MrgX1 agonist | TRPC4 PAM | TMEM16A act | TRPC6 activator | TRPC4 inh
O=C(CN(C(=O)c1csnn1)c1cccc2c1CCCC2)NCc1ccccc1 | i | i | i | i | i | i | i | i | i | i | i
CCN(CC)S(=O)(=O)c1ccc2nc(CSc3nnnn3-c3ccc(O)cc3)[nH]c2c1 | i | i | i | i | i | i | i | i | i | i | i
CCCC(O)(CCC)C(=O)NNc1ccccc1 | i | i | i | i | i | i | i | i | i | i | i
C/C(=N\NC(=O)c1cc(Br)ccc1O)c1cccc(NC(=O)c2ccccc2F)c1 | i | i | i | i | i | i | i | i | i | i | i
CS(=O)(=O)N1CCc2cc(-c3csc(NC(=O)Cc4cccs4)n3)ccc21 | i | i | i | i | 25* | i | i | i | i | i | i
COc1ccc(C2C(C(N)=O)=C(C)Nc3nc(-c4ccccc4Cl)nn32)c(OC)c1 (stereo not given) | i | i | i | i | i | i | i | i | i | i | i
COc1ccc(NC(=O)CCCc2ccccc2)c(OC)c1 | i | i | i | i | i | i | i | i | i | i | i
CCOC(=O)N1CCN(c2c(Nc3ccc4c(c3)OCCO4)c(=O)c2=O)CC1 | -6.8* | i | i | i | i | i | i | i | i | i | i
O=C1C(C=NCCCN2CCOCC2)=C(O)c2ccccc21 | i | i | i | i | i | i | i | i | i | i | i
COc1cc(NC(=O)c2[nH]c(C)c(C(C)=O)c2C)cc(OC)c1OC | i | i | i | i | i | i | i | i | i | i | i
OCC1(CCCc2ccccc2)CCN(Cc2cnc(N3CCOCC3)s2)CC1 | i | i | i | 46* | i | i | i | i | i | i | i
O=C1C2CC=CCC2C(=O)N1c1ccc(NCCc2ccccc2)c([N+](=O)[O-])c1 (stereo not given) | i | i | i | i | i | i | i | i | i | i | i
COc1ccc(NC(=O)CSc2nnnn2C2CCCCC2)cc1 | i | i | i | i | i | i | i | i | i | i | i
COC(=O)[C@H]1CCCN1C(=O)Nc1cccc(Oc2c(F)c(F)c(F)c(F)c2F)c1 | i | · | i | · | i | · | i | · | i | · | ·
Cc1ccc(S(=O)(=O)N2CCCC2C(=O)N2CCCCCC2)cc1 (stereo not given) | i | i | i | i | i | i | i | i | i | i | i
COc1ccc(N2CCN(c3cc(C)nc4ccc(OC)cc34)CC2)cc1 | i | -5.6* | i | i | i | i | i | i | i | i | i
O=C(N/N=C1\CC2CC=CC12)c1ccc(O)cc1 (stereo not given) | i | i | i | i | i | i | i | i | i | i | i
COc1ccc(N=c2oc3ccccc3cc2C(=O)Nc2ccccn2)cc1OC | i | i | i | i | i | i | i | i | · | i | i
Cc1ccc(-c2nn(C)c(=O)c3ccccc23)cc1CNC(=O)c1ccccc1 | i | i | i | i | i | i | i | i | i | i | i
Cc1ccc(Cn2nc(C)cc2C(=O)Nc2ccc(Cl)cc2)cc1 | i | i | i | i | i | i | i | i | i | i | i
Cc1ccc(-c2nc(CN3CCN(C(=O)C4CCCO4)CC3)cs2)cc1 (stereo not given) | i | i | i | i | i | i | i | i | i | i | i
Cc1c(NC(=O)CSc2ccccc2Cl)c(=O)n(-c2ccccc2)n1C | i | i | i | i | i | i | i | i | i | i | i
COc1ccc(Br)cc1CN1CCCC(C(=O)N2CCCCCC2)C1 (stereo not given) | i | i | i | i | i | i | i | i | i | i | -6*
Cn1c(=O)c2c(nc(NC3CCCCC3)n2CC(O)COc2ccccc2)n(C)c1=O (stereo not given) | i | i | i | i | i | i | i | i | i | i | i
O=C(NC(=S)N1CCCc2ccccc21)c1ccccc1 | i | i | i | i | i | i | i | i | i | i | i
COc1ccc(C(=O)N2CCc3cc(OC)c(OC)cc3C2)cc1OC | i | i | i | i | i | i | i | i | i | i | i
CCc1ccc(C(=O)C(C)OC(=O)C2COc3ccccc3O2)cc1 (stereo not given) | i | i | i | i | i | i | i | i | i | i | i
O=C1OC(N2C(=O)CC[C@H]2C(=O)NCC2CCCO2)c2ccccc21 (stereo not given in full) | i | i | i | i | i | i | i | i | i | i | i
Cc1ccc(Cl)cc1N(Cc1ccc(C(=O)NCc2cccnc2)cc1)S(=O)(=O)c1ccccc1 | i | i | i | i | i | i | i | i | i | i | i
CN(C)CCn1c(=O)n(-c2cccc(Cl)c2)c(=O)c2c3c(sc21)CCCCC3 | i | i | i | i | i | i | i | i | i | i | i
CCN(CC)C(=O)C1=C(C)NC(=O)NC1c1c(F)cccc1Cl (stereo not given) | i | i | i | i | i | i | i | i | i | i | i
COc1ccc(NC(=O)c2ccc3ncsc3c2)cc1 | i | i | i | i | i | i | i | i | · | i | i
CC(=C/c1ccccc1)/C=N/NC(=O)c1cccs1 | i | i | i | i | i | i | i | i | i | i | i
COc1cccc(C=Nc2ccc3c(c2)OCCO3)c1O | i | i | i | i | i | i | i | i | i | i | i
Cc1nc2ncnn2c(C)c1CCC(=O)N1CCOCC1 | i | i | i | i | i | i | i | i | i | i | i
CCOc1ccc(N2CC(C(=O)NCCc3ccc(S(N)(=O)=O)cc3)CC2=O)cc1 (stereo not given) | i | i | i | i | i | i | i | i | i | i | i
CCN(CC)c1ccc(NC(=O)CSc2nc(C)cc(=O)[nH]2)cc1 | i | i | i | i | i | i | i | i | i | i | i
CC(C)C(C(=O)Nc1ccccc1)N1C(=O)c2ccccc2C1=O (stereo not given) | i | i | i | i | i | i | i | i | i | i | i
CCOc1cccc2sc(N(CCCN(C)C)C(=O)c3ccc(C(=O)c4ccccc4)cc3)nc12 | i | i | i | i | i | i | i | i | i | i | i
CCn1c(CNC(=O)Cc2ccc(OC)cc2)nnc1SCC(=O)Nc1nccs1 | i | i | i | i | i | i | i | i | i | i | i
CCCCC(=O)Nc1nnc(CCOC)s1 | i | i | i | i | i | i | i | i | i | i | i
Cc1onc(-c2ccccc2)c1C(=O)NCC1COc2ccccc2O1 (stereo not given) | i | i | i | i | i | i | i | i | i | i | i
COC(=O)c1ccc(OCC(O)CNCC(c2ccc(OC)cc2)N(C)C)c(OC)c1 (stereo not given) | i | i | i | i | i | i | i | i | i | i | i
COc1c2ccoc2nc2c(OC)cccc12 | i | i | i | i | i | i | i | i | i | i | i
COc1cccc(C(=O)N(CN2CCCC2=O)c2ccccc2OC)c1 | i | i | i | i | i | i | i | i | i | i | i
COc1ccc(C(=O)Cn2nnc(-c3cccs3)n2)cc1 | i | i | i | i | i | i | i | i | i | i | i
CCn1c2ccccc2c2cc(/C=N/n3c(-c4cc(C)[nH]n4)n[nH]c3=S)ccc21 | i | i | i | i | i | i | i | i | i | i | i
Cn1nnnc1SCCNCc1cccc2ccccc12 | i | i | i | i | i | i | i | i | i | i | i
CCOc1ccc(-c2cccc(NC(=O)c3cccs3)c2)nn1 | i | i | i | i | i | i | i | i | i | i | i
NNC(=O)c1nn(-c2ccc(Cl)cc2)cc1O | i | i | i | i | i | i | i | i | i | i | i
C/C(=N\N1CCN(c2ccccc2)CC1)c1ccc(O)cc1 | · | i | · | i | · | i | · | i | i | i | i
COc1ccc(C)cc1S(=O)(=O)N(C)CC(=O)NC1CCCC1 | i | i | i | i | i | i | i | i | i | i | i
COc1ccccc1NC(=O)C1CCN(S(=O)(=O)c2ccc3c(c2)NC(=O)C(C)S3)CC1 (stereo not given) | i | i | i | i | i | i | i | i | i | i | i
CC1CC1C(=O)OCC(=O)Nc1ncc(Cl)cc1Cl (stereo not given) | i | i | i | i | i | i | i | i | i | i | i
COc1ccc(-c2c(C)oc3cc(O)cc(O)c3c2=O)cc1OC | i | i | i | i | i | i | i | i | i | i | i
O=C(Cn1nc(-c2cccc(Cl)c2)ccc1=O)Nc1ccccc1Br | i | i | i | i | i | i | i | i | i | i | i
O=C(/C=C/c1ccco1)Nc1cccc(S(=O)(=O)N2CCOCC2)c1 | i | i | i | i | i | i | i | i | i | i | i
CCc1cccc(NC(=O)CN(c2ccc(OC)cc2)S(=O)(=O)c2c(C)n[nH]c2C)c1 | i | i | i | i | i | i | i | i | i | i | i
CC1CC(Nc2ccccc2N)=CC(=O)O1 (stereo not given) | i | i | i | i | i | i | i | i | i | i | i
N#Cc1nc(COc2ccc(-c3ccccc3)cc2)oc1NCc1cccnc1 | i | i | i | i | 100* | i | i | i | i | i | i

Other compounds follow.
canonical_smiles | MrgX1 antagonist | TRPC6 inh | MrgX1 allo act | TRPC4 act | TMEM16A inh | RGS4 inh | MrgX1 agonist | TRPC4 PAM | TMEM16A act | TRPC6 activator | TRPC4 inh
Cc1ccccc1C(=O)Nc1ccccc1N1CCCCC1 | i | i | i | i | i | i | i | i | i | i | i
CC1CCCN(C(=O)c2nn(C)c3c2CS(=O)(=O)c2ccccc2-3)C1 (stereo not given) | i | i | i | i | i | i | i | i | i | i | i
COc1cc(C(=O)NCC(=O)N2CCN(S(=O)(=O)c3cc(C)ccc3C)CC2)cc(OC)c1OC | i | i | i | i | i | i | i | i | i | i | i
COc1cc(OC)c(C(=O)Nc2ccncc2)cc1OC | i | -5.1* | i | i | i | i | i | i | i | i | i
CC(C)C1S/C(=N/N=C/c2cccs2)NC1=O (stereo not given) | i | i | i | i | i | i | i | i | i | i | i
O=C(CCN1C(=O)c2ccccc2S1(=O)=O)Nc1cccc2ccccc12 | i | i | i | i | i | i | i | i | i | i | i
CCOC(=O)NC(C(Cl)(Cl)Cl)S(=O)(=O)c1ccccc1 (stereo not given) | i | i | i | i | i | i | i | i | i | i | i
CC(C)[C@H]1C(=O)Nc2ccccc2N1C(=O)N[C@@H](Cc1ccccc1)C(=O)N[C@H](C(=O)O)c1ccccc1 | i | i | i | i | i | i | i | i | i | i | i

Compound activity deposited in PubChem BioAssay by Johns Hopkins Ion Channel Center.
